TcdB inh: blocks C. difficile toxin B glycohydrolase activity | TcdB glycohydrolase enzymatic assay, plate reader | inhibition, % at 9.99 µM | 350,000 tested, 0.24% active; in the data active means inhibition above about 10%
Target sequence (P18177 whole entry, looked up): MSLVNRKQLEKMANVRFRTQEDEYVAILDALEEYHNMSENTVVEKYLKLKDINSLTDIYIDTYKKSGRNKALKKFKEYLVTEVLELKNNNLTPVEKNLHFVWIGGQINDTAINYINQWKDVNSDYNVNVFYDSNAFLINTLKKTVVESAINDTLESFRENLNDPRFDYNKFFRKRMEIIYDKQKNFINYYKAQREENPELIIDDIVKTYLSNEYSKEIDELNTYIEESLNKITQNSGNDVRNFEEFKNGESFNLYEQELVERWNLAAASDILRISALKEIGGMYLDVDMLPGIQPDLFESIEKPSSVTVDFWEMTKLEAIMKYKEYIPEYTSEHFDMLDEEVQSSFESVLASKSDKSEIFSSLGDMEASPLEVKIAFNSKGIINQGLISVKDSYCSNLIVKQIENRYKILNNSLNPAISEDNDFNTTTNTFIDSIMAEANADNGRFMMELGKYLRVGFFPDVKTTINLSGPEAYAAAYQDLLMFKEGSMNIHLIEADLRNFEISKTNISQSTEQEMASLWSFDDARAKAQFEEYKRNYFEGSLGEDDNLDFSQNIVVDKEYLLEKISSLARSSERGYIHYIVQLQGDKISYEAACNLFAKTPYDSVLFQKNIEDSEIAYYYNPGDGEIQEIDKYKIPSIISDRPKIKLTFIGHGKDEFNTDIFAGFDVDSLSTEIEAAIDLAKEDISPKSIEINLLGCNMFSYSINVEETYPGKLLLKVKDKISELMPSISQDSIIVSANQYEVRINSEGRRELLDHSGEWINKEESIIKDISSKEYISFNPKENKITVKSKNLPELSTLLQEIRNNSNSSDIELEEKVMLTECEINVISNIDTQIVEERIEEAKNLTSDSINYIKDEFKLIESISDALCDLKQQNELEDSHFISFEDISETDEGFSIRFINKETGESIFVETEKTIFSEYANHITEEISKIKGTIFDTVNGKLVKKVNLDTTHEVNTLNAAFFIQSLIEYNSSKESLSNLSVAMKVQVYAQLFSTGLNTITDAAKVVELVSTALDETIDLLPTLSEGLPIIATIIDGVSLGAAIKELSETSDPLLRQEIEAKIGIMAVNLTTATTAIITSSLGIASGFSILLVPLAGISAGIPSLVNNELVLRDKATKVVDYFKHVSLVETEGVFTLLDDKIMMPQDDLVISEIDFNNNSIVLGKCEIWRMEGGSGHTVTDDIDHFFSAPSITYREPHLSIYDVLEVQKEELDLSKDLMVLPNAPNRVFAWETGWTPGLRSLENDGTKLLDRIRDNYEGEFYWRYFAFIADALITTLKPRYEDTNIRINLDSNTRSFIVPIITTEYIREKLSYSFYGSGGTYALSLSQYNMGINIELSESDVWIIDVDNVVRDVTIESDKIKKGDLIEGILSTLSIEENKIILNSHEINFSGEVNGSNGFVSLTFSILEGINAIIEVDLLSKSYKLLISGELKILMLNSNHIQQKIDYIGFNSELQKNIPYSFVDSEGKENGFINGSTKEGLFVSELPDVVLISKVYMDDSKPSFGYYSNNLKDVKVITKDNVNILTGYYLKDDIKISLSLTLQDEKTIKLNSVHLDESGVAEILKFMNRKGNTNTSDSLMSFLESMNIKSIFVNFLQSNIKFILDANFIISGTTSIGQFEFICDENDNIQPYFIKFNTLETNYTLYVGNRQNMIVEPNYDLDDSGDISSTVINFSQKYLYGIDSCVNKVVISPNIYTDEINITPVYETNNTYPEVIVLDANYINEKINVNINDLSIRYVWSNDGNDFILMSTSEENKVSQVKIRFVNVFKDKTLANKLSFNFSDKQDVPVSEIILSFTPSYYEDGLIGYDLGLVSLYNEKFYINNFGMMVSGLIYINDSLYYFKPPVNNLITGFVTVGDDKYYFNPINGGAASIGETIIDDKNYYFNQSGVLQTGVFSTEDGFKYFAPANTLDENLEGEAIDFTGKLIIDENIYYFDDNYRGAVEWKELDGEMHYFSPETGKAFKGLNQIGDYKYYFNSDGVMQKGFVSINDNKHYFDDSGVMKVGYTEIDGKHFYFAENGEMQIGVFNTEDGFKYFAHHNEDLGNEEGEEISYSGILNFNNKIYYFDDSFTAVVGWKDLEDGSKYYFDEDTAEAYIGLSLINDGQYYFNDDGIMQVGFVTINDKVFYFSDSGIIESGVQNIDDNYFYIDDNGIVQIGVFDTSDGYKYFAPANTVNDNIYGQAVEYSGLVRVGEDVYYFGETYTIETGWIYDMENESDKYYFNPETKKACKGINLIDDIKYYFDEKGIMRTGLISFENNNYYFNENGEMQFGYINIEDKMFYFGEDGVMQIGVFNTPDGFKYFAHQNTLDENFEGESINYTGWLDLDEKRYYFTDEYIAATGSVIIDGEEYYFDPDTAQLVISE
The depositor's hits bear a star; & = joins results of further samples. A portion of the library; count on the stated rates, not on these rows.

entry | smiles | TcdB inh
1 | COCCNC(=O)C[C@@H]1C[C@@H]2c3cc(N(C)C)ccc3O[C@@H]2[C@H](CO)O1 | -34
2 | Cc1noc(C)c1S(=O)(=O)Nc1ccc2c(c1)C(=O)N([C@H](C)CO)C[C@H](C)[C@H](CN(C)C(=O)NC(C)C)O2 | -1.6
3 | CC(=O)N1CCCCN2[C@H](CO)[C@@H](c3ccc(-c4cccc(C(=O)N(C)C)c4)cc3)[C@H]2C1 | 0.5
4 | Cc1noc(C)c1NC(=O)N(C)C[C@H]1Oc2ncc(C#CC3CCCC3)cc2C(=O)N([C@H](C)CO)C[C@H]1C | 0.9
5 | CCC(=O)N(C)C[C@H]1Oc2ncc(-c3ccc(C(=O)N(C)C)cc3)cc2C(=O)N([C@H](C)CO)C[C@H]1C | 0.1
6 | O=C(C[C@@H]1C=C[C@@H](NC(=O)Nc2cc(F)ccc2F)[C@@H](CO)O1)NCCCN1CCOCC1 | -0.2
7 | COc1cccc(-c2ccc([C@H]3[C@H]4CN(C(=O)c5ccc6c(c5)OCO6)CCCCN4[C@H]3CO)cc2)c1 | 0.7
8 | COCC(=O)N1CC[C@@H]2[C@@H](CO)Nc3ccc(C#Cc4ccc(F)cc4)cc3[C@@H]21 | -1.1
9 | COc1ccccc1C(=O)N1C[C@H]2[C@@H](c3ccccc31)[C@@H](CO)N2C(=O)C1CCCCC1 | -0.8
10 | Cc1ccc(S(=O)(=O)N(C)C[C@@H]2Oc3cc(-c4cccc(F)c4)ccc3S(=O)(=O)N([C@H](C)CO)C[C@H]2C)cc1 | -1.7
11 | O=C(C[C@H]1C[C@@H]2c3cc(NC(=O)Nc4ccccc4F)ccc3O[C@@H]2[C@H](CO)O1)NCc1ccncc1 | -0.7
12 | C[C@H](CO)N1C[C@H](C)[C@@H](CN(C)Cc2ccc(C(=O)Nc3ccccc3N)cc2)OCc2cnnn2CCCC1=O | 0.0
13 | CO[C@H]1CC[C@H]2CCN(C)C(=O)[C@H](C)N(C)C(=O)c3cccc(C#N)c3OC[C@H]1O2 | 0.2
14 | Cc1noc(C)c1NC(=O)Nc1ccc2c(c1)C(=O)N([C@@H](C)CO)C[C@@H](C)[C@H](CN(C)Cc1ccc(Cl)c(Cl)c1)OCCCC[C@H](C)O2 | -0.4
15 | NC(=O)[C@@H]1[C@H]2C(=O)O[C@H](c3ccccc3)[C@H](c3ccccc3)N2[C@H](c2ccc(O)cc2)[C@@]12C(=O)Nc1ccc(C#CC3(O)CCCCCC3)cc12 | 0.8
16 | C[C@]12Cc3ccccc3C1CC1=N[C@@H](C3CCCCC3)O[C@@]13C[C@@H]2C(=O)N3C1CCN(Cc2ccccc2)CC1 (some centres not stated) | -0.3
17 | CCC(=O)N[C@H]1CC[C@H](CC(=O)NCC2CCCCC2)O[C@H]1CO | 1.8
18 | CCC(=O)N(C)C[C@H]1Oc2cc(-c3cccc(OC)c3)ccc2S(=O)(=O)N([C@H](C)CO)C[C@@H]1C | 1.3
19 | C[C@H]1CN([C@@H](C)CO)S(=O)(=O)c2ccc(-c3cccnc3)cc2O[C@H]1CN(C)Cc1ccccn1 | -8.4
20 | COc1ccc(NC(=O)Nc2ccc3c(c2)C(=O)N([C@H](C)CO)C[C@H](C)[C@H](CN(C)Cc2ccc(C(F)(F)F)cc2)O3)cc1 | 1.4
21 | COC(=O)[C@@]12C[C@@H](CC(=O)NCc3ccc(C)o3)C(=O)N(Cc3ccco3)C1=CCC(C)(C)C2 | 0.6
22 | CC=Cc1ccc2n(c1=O)C[C@H]1[C@H](CO)[C@@H](C(=O)N[C@H](C)c3ccccc3)[C@@H]2N1CC1CC1 (mixture of isomers) | 0.2
23 | COc1ccc(NC(=O)N[C@H]2CC[C@H](CCn3cc(-c4ccccc4)nn3)O[C@@H]2CO)cc1 | -0.4
24 | CC(C)C#Cc1ccc([C@H]2[C@H]3CN(C(=O)c4ccc(F)cc4)CCCCN3[C@H]2CO)cc1 | -0.9
25 | C[C@@H]1CN([C@H](C)CO)S(=O)(=O)c2ccc(C#CC3(O)CCCC3)cc2O[C@H]1CN(C)C(=O)c1ccccc1 | 0.8
26 | O=C(C[C@H]1CC[C@H](NC(=O)CCN2CCCCC2)[C@@H](CO)O1)Nc1nccs1 | 0.0
27 | CCS(=O)(=O)Nc1ccc2c(c1)C(=O)N(C)[C@H]1CC[C@@H](CC(=O)N3CCN(C)CC3)O[C@@H]1CO2 | 1.1
28 | CCC(=O)N1CC2(C1)[C@H](c1ccccc1)[C@H](CO)N2Cc1ccccc1F | -0.8
29 | COc1ccc(S(=O)(=O)Nc2ccc3c(c2)CC(=O)N([C@H](C)CO)C[C@H](C)[C@H](CN(C)Cc2ccc(C(=O)Nc4ccccc4N)cc2)O3)cc1 | 0.4
30 | COCC(=O)N1CCCCN2[C@H](C1)[C@H](c1ccc(-c3cccc(C)c3)cc1)[C@@H]2CO | 0.8
31 | Cc1ccc(S(=O)(=O)Nc2ccc3c(c2)CC(=O)N([C@H](C)CO)C[C@H](C)[C@H](CN(C)C(=O)Nc2ccc(C(F)(F)F)cc2)O3)cc1 | -0.4
32 | CCc1csc(N2[C@@H](C#N)[C@@H](c3ccc(C4=CCCC4)cc3)[C@@H]2CO)n1 | 0.1
33 | COc1ccc(NC(=O)Nc2ccc3c(c2)CC(=O)N([C@H](C)CO)C[C@H](C)[C@H](CN(C)S(=O)(=O)c2ccccc2)O3)cc1 | -0.4
34 | O=C(N[C@@H]1CC[C@@H](CCNC(=O)c2ccccc2F)O[C@@H]1CO)c1ccc2c(c1)OCO2 | 0.5
35 | C[C@@H]1CN([C@@H](C)CO)C(=O)c2cccc(NC(=O)Nc3cccc4ccccc34)c2O[C@H]1CN(C)C(=O)Nc1ccc2c(c1)OCO2 | -0.4
36 | C[C@@H]1CN([C@H](C)CO)C(=O)c2cccc(NC(=O)Nc3ccccc3)c2O[C@H]1CN(C)Cc1ccncc1 | -0.7
37 | COc1ccc2c3c(n(C)c2c1)[C@H](CO)N(CC1CC1)CC31CCN(C(=O)c2ccc(F)cc2)CC1 | 0.2
38 | COc1ccc2c3c(n(C)c2c1)[C@@H](CO)N(C(=O)Cc1ccccn1)CC31CN(CC2CC2)C1 | -0.1
39 | C[C@@H]1CN([C@@H](C)CO)C(=O)Cc2cc(NS(=O)(=O)c3cn(C)cn3)ccc2O[C@H]1CN(C)CC1CC1 | -1.4
40 | COc1ccc(S(=O)(=O)Nc2ccc3c(c2)CC(=O)N([C@@H](C)CO)C[C@H](C)[C@@H](CN(C)Cc2ccccc2)O3)cc1 | -0.3
41 | COc1ccc(S(=O)(=O)Nc2ccc3c(c2)C(=O)N([C@H](C)CO)C[C@H](C)[C@@H](CN(C)C(=O)Nc2ccc(F)cc2)OCCCC[C@@H](C)O3)cc1 | 0.8
42 | Cc1ccc(S(=O)(=O)Nc2ccc3c(c2)CC(=O)N([C@@H](C)CO)C[C@@H](C)[C@H](CN(C)C(=O)Nc2ccc(C(F)(F)F)cc2)O3)cc1 | 0.5
43 | CC[C@H](NC(=O)[C@H]1O[C@@H](n2cnc3c(=O)[nH]c(N)nc32)[C@H](O)[C@@H]1O)c1ccccc1 | 0.1
44 | COCC(=O)N1C[C@@H]2[C@H](c3ccccc31)[C@H](CO)N2C(=O)C1CCOCC1 | -1.2
45 | CO[C@H]1CN(C)C(=O)c2ccc(NC(=O)Nc3ccc(Cl)cc3)cc2OC[C@H](C)N(C(=O)Nc2c(C)noc2C)C[C@@H]1C | -1.3
46 | CNC[C@H]1[C@@H](c2ccccc2)[C@@H](CO)N1C(=O)Nc1cccc(OC)c1 | -0.9
47 | COc1cccc(NC(=O)Nc2ccc3c(c2)OC[C@H](C)NC[C@@H](C)[C@H](OC)CN(C)C3=O)c1 | -0.2
48 | CCCCNC(=O)c1nc(-c2cc3ccccc3[nH]2)oc1-c1ccccc1 | 0.1
49 | C[C@@H]1CCCCO[C@@H](CN(C)C)[C@H](C)CN([C@H](C)CO)C(=O)c2cc(NC(=O)Nc3ccc(F)cc3)ccc2O1 | 0.7
50 | CCOC(=O)[C@]12CCCC=C1N(CCc1ccc(OC)c(OC)c1)C(=O)[C@H](CC(=O)NCCCCc1ccccc1)C2 | 2.3

2 entries from above, field by field.
15: NC(=O)[C@@H]1[C@H]2C(=O)O[C@H](c3ccccc3)[C@H](c3ccccc3)N2[C@H](c2ccc(O)cc2)[C@@]12C(=O)Nc1ccc(C#CC3(O)CCCCCC3)cc12
  TcdB inh = 0.8
16: C[C@]12Cc3ccccc3C1CC1=N[C@@H](C3CCCCC3)O[C@@]13C[C@@H]2C(=O)N3C1CCN(Cc2ccccc2)CC1 (some centres not stated)
  TcdB inh = -0.3

Along the list, quoted from above.
TcdB inh, entries 30 to 37, in order: 0.8, -0.4, 0.1, -0.4, 0.5, -0.4, -0.7, 0.2

Following part
entry | smiles | TcdB inh
51 | O=C(N[C@@H]1CC[C@@H](CCNS(=O)(=O)c2ccc(F)cc2)O[C@H]1CO)c1cccc(F)c1 | -0.5
52 | COc1ccc(S(=O)(=O)Nc2ccc3c(c2)C(=O)N([C@H](C)CO)C[C@H](C)[C@@H](CN(C)S(=O)(=O)c2ccc(C)cc2)OCCCC[C@H](C)O3)cc1 | 1.0
53 | COc1ccc2c3c(n(C)c2c1)[C@H](CO)NCC31CN(C(=O)CC2CC2)C1 | 0.2
54 | Cc1ccc(NC(=O)N2c3ccccc3SC2c2ccco2)c(C)c1 (configuration not stated) | 1.2
55 | CO[C@H]1CN(C)C(=O)c2cc(NC(=O)C3CC3)ccc2OC[C@H](C)N(Cc2nccs2)C[C@H]1C | 1.1
56 | COc1ccc2c3c([nH]c2c1)[C@@H](CO)N(C(=O)Nc1ccc(F)cc1)CC31CCN(CC2CC2)CC1 | 0.7
57 | Cc1noc(C)c1NC(=O)Nc1ccc2c(c1)C(=O)N(C)[C@H]1CC[C@H](CC(=O)N(C)C)O[C@H]1CO2 | 0.3
58 | CC(=O)N(C)C[C@@H]1Oc2ncc(C#CCC3CCCC3)cc2C(=O)N([C@H](C)CO)C[C@H]1C | -0.2
59 | C[C@H](CO)N1C[C@H](C)[C@@H](CN(C)C(=O)Nc2ccc(F)cc2)OCc2cn(nn2)CCCC1=O | 0.7&-0.4&2.0
60 | Cc1ccc(-c2ccc([C@H]3[C@@H](CO)N4CCCCN(C(=O)c5ccncc5)C[C@H]34)cc2)cc1 | 0.2
61 | Cc1noc(C)c1S(=O)(=O)N(C)C[C@@H]1Oc2ccc(NC(=O)CCC(F)(F)F)cc2CC(=O)N([C@H](C)CO)C[C@@H]1C | 0.2
62 | CC(C)NC(=O)N(C)C[C@@H]1Oc2ccc(NC(=O)Cc3ccccc3)cc2CC(=O)N([C@H](C)CO)C[C@H]1C | 0.5
63 | CS(=O)(=O)Nc1ccc2c(c1)[C@H]1C[C@H](CC(=O)NCc3ccccn3)O[C@@H](CO)[C@H]1O2 | -0.4
64 | C[C@@H]1CN([C@@H](C)CO)S(=O)(=O)c2ccc(-c3ccc(C(=O)N(C)C)cc3)cc2O[C@H]1CN(C)C(=O)C1CCC1 | 1.4
65 | C/C=C/c1ccc([C@H]2[C@@H](CO)N(CC3CCCC3)[C@@H]2CNC(=O)NC(C)C)cc1 | -0.3
66 | C[C@@H]1CN([C@@H](C)CO)C(=O)c2cccc(NS(=O)(=O)c3cccs3)c2O[C@@H]1CN(C)Cc1ccncc1 | 0.1
67 | C[C@H]1CN([C@@H](C)CO)C(=O)c2cccc(NS(=O)(=O)c3ccc(Cl)cc3)c2O[C@H]1CN(C)C(=O)NC1CCCCC1 | -0.1
68 | C[C@H](CO)N1C[C@H](C)[C@H](CN(C)C(=O)Nc2cccc3ccccc23)Oc2c(NC(=O)c3cnccn3)cccc2C1=O | 0.7
69 | CC(=O)N1CCCCN2[C@H](CO)[C@H](c3ccc(-c4cccc(C(=O)N(C)C)c4)cc3)[C@H]2C1 | 0.3
70 | Cc1noc(C)c1S(=O)(=O)Nc1ccc2c(c1)C(=O)N([C@@H](C)CO)C[C@H](C)[C@H](CN(C)S(=O)(=O)c1cccs1)O2 | -0.2
71 | Cc1noc(C)c1S(=O)(=O)N(C)C[C@H]1Oc2ccc(NC(=O)CCN3CCOCC3)cc2CC(=O)N([C@@H](C)CO)C[C@H]1C | 1.4
72 | CC(C)C#Cc1ccc([C@H]2[C@H]3CN(S(=O)(=O)c4ccccc4)CC(=O)N3[C@H]2CO)cc1 | -0.8
73 | COc1ccc(NC(=O)N2CCCCN3[C@H](C2)[C@H](c2ccc(C4=CCCC4)cc2)[C@@H]3CO)cc1 | -4.4
74 | CO[C@@H]1CN(C)C(=O)c2ccc(NC(=O)Nc3cccc(F)c3)cc2OC[C@H](C)N(C)C[C@@H]1C | -1.2
75 | O=C(Nc1ccc2c(c1)OCO2)N[C@@H]1CC[C@@H](CC(=O)N2CCN(c3ccccc3)CC2)O[C@H]1CO | -1.1
76 | Cc1noc(C)c1NC(=O)Nc1ccc2c(c1)CC(=O)N([C@H](C)CO)C[C@H](C)[C@H](CN(C)S(=O)(=O)c1ccccc1)O2 | -0.2
77 | O=C(C(=O)N1CCC(CNS(=O)(=O)c2ccc(F)cc2)CC1)c1cc2ccccc2o1 | 1.1
78 | C[C@H](O)C#Cc1ccc2c(c1)O[C@@H](CN(C)C(=O)CN(C)C)[C@@H](C)CN([C@@H](C)CO)S2(=O)=O | 0.6
79 | C[C@H](CO)N1C[C@H](C)[C@@H](CN(C)CC2CC2)Oc2ccc(NC(=O)C3CC3)cc2CC1=O | -0.5
80 | C[C@@H]1CN([C@@H](C)CO)C(=O)c2ccccc2-c2ccccc2CO[C@@H]1CN(C)C(=O)Nc1cccc(Cl)c1Cl | 0.2
81 | C[C@H]1CN([C@@H](C)CO)C(=O)c2cc(NS(=O)(=O)c3ccc(Cl)cc3)ccc2O[C@@H]1CN(C)C(=O)Nc1ccc2c(c1)OCO2 | -1.5
82 | CO[C@H]1CN(C)C(=O)c2cc(NC(=O)C3CC3)ccc2OC[C@@H](C)N(C(=O)c2ccccc2F)C[C@H]1C | 0.6

Among those listed so far, these contain a cyano group:
entry | smiles | TcdB inh
13 | CO[C@H]1CC[C@H]2CCN(C)C(=O)[C@H](C)N(C)C(=O)c3cccc(C#N)c3OC[C@H]1O2 | 0.2
32 | CCc1csc(N2[C@@H](C#N)[C@@H](c3ccc(C4=CCCC4)cc3)[C@@H]2CO)n1 | 0.1

Screening results deposited in PubChem by Broad Institute.
